M. tuberculosis: growth inhibition of non-replicating M. tuberculosis (AID 488890); Mycobacterium tuberculosis non-replicating, growth inhibition; higher % means a stronger effect; one-dose inhibition, % at 25 µM; IC50 in µM for titrated hits; 320,000 tested, 0.39% active; in the data active = a potency from the dose series; inconclusive = inhibition mostly from about 82% at the one dose, without a potency; inactive = the rest, 99 in 100 with inhibition below about 76%;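 note: plate controls were DMSO cells for no effect and high antibiotic wells for full effect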
Salmonella PhoP GFP: PhoP regulon inhibitors, Salmonella typhi PhoP promoter GFP reporter, confirmatory (AID 1850); Salmonella Typhi PhoP-promoter GFP reporter, fluorescence, 4 h; higher % means a stronger effect; inhibition, % at 50 µM; hits with a dose series show IC50 in µM; 310,000 tested, 0.33% active; in the data active = a potency from the dose series; inconclusive = inhibition mostly from about 25% at the one dose, without a potency; inactive = the rest, 99 in 100 with inhibition below about 19%;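 note: 0% = induced wells with vehicle and 100% = uninduced wells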
H1N1 NS1A inhibition: H1N1 influenza NS1A inhibitors, functional cell based assay (AID 504329); NS1A functional cell-based assay, percent inhibition; higher % means a stronger effect; inhibition, % at 12.5 µM, or IC50 in µM where a hit was titrated; 340,000 tested, 0.3% active; in the data active = a potency from the dose series; inconclusive = inhibition above about 27% without an active follow-up result; note: strong numbers were not always called active
H37Rv inhibition: M. tuberculosis growth inhibition, HTS (AID 449762); M. tuberculosis H37Rv growth inhibition, 7H9 media; higher % means a stronger effect; inhibition, % at 25 µM, or IC50 in µM where a hit was titrated; 330,000 tested, 0.59% active; in the data active = a potency from the dose series; inconclusive = inhibition above about 70% without an active follow-up result;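 note: bacterial growth assessed after seven days of incubation; strong numbers were not always called active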
VEEV TC-83 Vero: inhibitors of VEEV TC-83 cytopathic effect, confirmation, Vero cells (AID 588727); Vero cells, VEEV TC-83 cytopathic effect inhibition; higher % means a stronger effect; inhibition, % at 20 µM; hits with a dose series show IC50 in µM; 350,000 tested, 0.13% active; in the data active = a potency from the dose series; inconclusive = inhibition mostly from about 14% at the one dose, without a potency; inactive = the rest, 99 in 100 with inhibition below about 12%; note: strong numbers were not always called active
VEEV TC-83 Vero 10K pilot screen: also measured in VEEV TC-83 Vero; calls as there; inhibition, %; measured here: 10K pilot screen inhibition
Numbers without * were called inactive; i = inactive; ? = inconclusive; nt = not tested or not shown.

SMILES	M. tuberculosis	Salmonella PhoP GFP	H1N1 NS1A inhibition	H37Rv inhibition	VEEV TC-83 Vero	others
O=C(COC(=O)c1cccc(F)c1)NC(=O)NC1CCCC1	-9%	nt	-2%	4%	i
O=C(N/N=C/c1ccc(Br)s1)c1ccc([N+](=O)[O-])cc1	10%	-4%	-9%	25%	1.9%
COC(=O)c1sccc1OC(C)C(C)=O (centres undefined)	-7%	-8%	-16%	8%	2.2%
CCOC(=O)N1CCN(S(=O)(=O)c2cccc3nonc23)CC1	-5%	-6%	9%	4%	4.3%
CC(C)C(O)P(=O)(OCc1ccccc1)c1ccc(N(C)C)cc1 (centres undefined)	20%	-8%	-8%	-9%	2.4%	VEEV TC-83 Vero 10K pilot screen=1.0
CC(=O)NCCc1nc2cc(NC(=O)c3ccc([N+](=O)[O-])cc3)ccc2n1C	16%	-15%	5%	-2%	1.2%
Cc1nc(-c2cccc(NC(=O)c3ccc(Br)o3)c2)cs1	69%	-7%	-3%	-4%	7.9%
O=C(Nc1cccc(C(F)(F)F)c1)C1CC(=O)N(CCc2ccccc2)C1 (centres undefined)	5%	nt	-9%	-3%	0.8%
Cc1ccc(CC(=O)NCCS(=O)c2ccc(Cl)cc2)cc1 (centres undefined)	6%	5%	-23%	-2%	i
Cc1ccc(NC(=S)NCc2ccc(Cl)cc2)c(C)c1	69%	0%	-1%	11%	0.2%
OCc1nnn(-c2ccccc2)c1CO	-26%	7%	-7%	4%	0.3%
O=C1Nc2ccc(C(=O)O)c(O)c2C1=O	nt	nt	1%	nt	i
COc1ccc2[nH]cc(CCN(C)C)c2c1	-5%	-5%	3%	-4%	1.1%
COc1ccc(C(=O)C2CCCN(C(=O)Cn3ccc(C)n3)C2)cc1OC (centres undefined)	2%	10%	3%	6%	0.6%
COC(=O)C1=C(C)NC(C)=C(C(=O)OC)C1c1ccc(OC(=O)c2ccco2)cc1	1%	-10%	4%	-4%	6.1%
O=C(NCc1ccco1)c1sc2ccccc2c1Cl	64%	-2%	-18%	0%	7.0%
Cc1cc(CC(C)C)n(-c2nc3ccccc3c(=O)n2OCC(=O)N(C)C)n1	?	-4%	-5%	?	0.9%
Cc1ccc(S(=O)(=O)Nc2c(O)c3ccccc3oc2=O)cc1	-12%	-30%	6%	7%	0.1%
CC(C)(C)C(=O)Nc1cc(S(=O)(=O)N2CCCCC2)ccc1N1CCCCC1	-1%	3%	8%	4%	4.1%
O=C1CC(=O)N(c2ccccc2)C(=O)N1c1ccccc1	0%	0%	-1%	4%	0.3%
CS(=O)(=O)O/N=C1\CCCCC1c1ccc([N+](=O)[O-])cc1[N+](=O)[O-] (centres undefined)	7%	-7%	-10%	11%	i
C=CCOc1ccc(/C=C2\SC(=S)N(CCC(=O)O)C2=O)cc1	36%	16%	14%	-7%	0.6%
COc1ccccc1NC(=O)CCNS(=O)(=O)c1ccc2c(c1)CCN2C(C)=O	10%	2%	3%	-5%	1.3%
O=C(NCCSc1ccccn1)c1ccc(Cl)cc1	56%	-7%	-4%	9%	0.4%
COC(=O)NNC(=O)c1ccc(C(C)(C)C)cc1	-14%	-1%	-1%	-2%	i

The list goes on, starting with the last 3 of the part before.
SMILES	M. tuberculosis	Salmonella PhoP GFP	H1N1 NS1A inhibition	H37Rv inhibition	VEEV TC-83 Vero	others
COc1ccccc1NC(=O)CCNS(=O)(=O)c1ccc2c(c1)CCN2C(C)=O	10%	2%	3%	-5%	1.3%
O=C(NCCSc1ccccn1)c1ccc(Cl)cc1	56%	-7%	-4%	9%	0.4%
COC(=O)NNC(=O)c1ccc(C(C)(C)C)cc1	-14%	-1%	-1%	-2%	i
Cc1[nH]c2ccccc2c1SCc1ccccc1	-8%	9%	-2%	-9%	6.0%	VEEV TC-83 Vero 10K pilot screen=3.0
Cn1c(N)c(C(=O)COC(=O)C2=NNC(=O)CC2)c(=O)n(C)c1=O	-9%	-9%	-12%	3%	i
Cc1nc(N2CCN(C)CC2)c2cc(-c3ccccc3)sc2n1	46%	6%	-3%	-4%	10%
Cc1nc2ncnn2c(C)c1CCC(=O)N1CCc2ccccc2C1	-16%	1%	17%	-9%	i
O=C(CN(Cc1ccccc1)C(=O)CNS(=O)(=O)c1ccccc1)NCC1CCCO1 (centres undefined)	-13%	-27%	2%	8%	i
Nc1nc2nc(-c3ccccc3)cc(=O)n2[nH]1	0%	0%	5%	-9%	0.4%
O=C(CN1C(=O)c2ccccc2C1=O)N(CCO)Cc1ccccc1	-10%	7%	-4%	0%	2.5%
COc1cc(/C=C2/NC(=O)N(Cc3ccccc3F)C2=O)ccc1Oc1ccc([N+](=O)[O-])cn1	-1%	-4%	-6%	0%	i
COc1cccc(CN2CCNC(=O)C2CC(=O)NC2CCCCC2)c1OC (centres undefined)	17%	-3%	2%	0%	2.1%
CCN(c1ccccc1)S(=O)(=O)c1cc(C(=O)OCC(=O)c2c(N)n(C)c(=O)n(C)c2=O)ccc1C	nt	nt	-5%	nt	7.6%
CCN1C[C@]2(C)CC[C@H](OC)[C@]34C2[C@H](OC(C)=O)[C@@]2(OCO[C@@]25C[C@H](OC)[C@H]2C[C@]3(O)C5[C@H]2OC)[C@@H]14	-7%	1%	-1%	-1%	i
COc1ccc(C(CNC(=O)COc2ccccc2)N2CCOCC2)cc1 (centres undefined)	-1%	-2%	-8%	8%	1.4%
CCCc1nn(-c2cc(Cl)ccc2OC)c2c1C(=O)CCC2	6%	2%	7%	2%	0.9%
Cc1cc(C(=O)NNC(=O)c2ccc(Cl)c(S(N)(=O)=O)c2)c(C)o1	-1%	nt	-4%	0%	0.6%
CC(=O)N1CCOc2ccc(S(=O)(=O)NCc3ccc(C)cc3)cc21	9%	-7%	-4%	-3%	5.0%
O=C(NCCNc1ccc([N+](=O)[O-])cc1)c1ccco1	3%	-1%	0%	-7%	0.1%
Cc1ccc(C)c(NC(=O)CN(C)C(=O)Cc2coc3cc(C)c(C)cc23)c1	3%	1%	-3%	21%	0.6%
NC(N)=NN=C1CCCCCCCCCCC1	29%	20%	-16%	3%	7.2%
COc1ccc(CCNC(=O)CSc2nncn2N)cc1OC	-8%	8%	-7%	5%	0.8%
Cc1ccc(C(=O)C(NC(=O)c2ccco2)N2CCOCC2)cc1 (centres undefined)	0%	-12%	0%	0%	0.4%
Cc1ccc(C)c(NC(=O)CN(C)C(=O)c2ccc(-c3cccc(C(F)(F)F)c3)o2)c1	-4%	3%	-5%	0%	4.3%
O=C(NC(CO)c1ccccc1)c1ccco1 (centres undefined)	7%	-11%	-6%	-8%	0.1%
COCCn1nnnc1CN1CCC(NC(=O)Nc2cccc(OC)c2)CC1	-6%	8%	-12%	3%	i
CCCCN(Cc1ccccc1)S(=O)(=O)c1ccc2c(c1)n(C)c(=O)c(=O)n2C	-7%	-10%	-11%	-2%	i
CC(C)(C)NC(=O)NC(=O)COC(=O)C1(C)CC1(Cl)Cl (centres undefined)	19%	-8%	-1%	1%	0.0%

The list goes on.
SMILES	M. tuberculosis	Salmonella PhoP GFP	H1N1 NS1A inhibition	H37Rv inhibition	VEEV TC-83 Vero	others
O=C(Nc1cccc2c1CCCC2)c1ccc(Br)o1	?	-3%	7%	11%	0.8%	VEEV TC-83 Vero 10K pilot screen=0.4
O=C1NC(=O)N(c2ccc3c(c2)OCO3)C(=O)/C1=C/c1ccc(N2CCCCC2)o1	-4%	-22%	-13%	1%	0.8%
O=C(N/N=C\c1cn(-c2ccccc2)nc1-c1ccccc1)c1ccc(Br)o1	16%	-2%	-2%	?	8.6%
CC(C(=O)Nc1ccccn1)(c1ccccc1)c1ccccc1	1%	-5%	6%	4%	2.2%
COC(=O)Cn1c(=NC(=O)c2ccc([N+](=O)[O-])s2)sc2cc(Br)ccc21	67%	0%	nt	-2%	nt
CCC1(C2=CCCCC2)C(=O)NC(=S)N=C1N (centres undefined)	nt	nt	-1%	nt	1.3%
CCN1CCN(Cc2ccccc2C)CC1	3%	10%	5%	-6%	3.9%
CC(C)(C)c1ccccc1OCCCCN1CCCC1	21%	3%	6%	9%	0.9%
CC1C(C)C(O)(c2ccccc2)CCN1C (centres undefined)	-18%	0%	1%	-9%	1.7%
CC1CCN(C(=O)CNC(=O)Cc2ccccc2)CC1	13%	7%	-1%	-6%	1.6%
CC(NC(=O)CN(Cc1ccccc1)S(=O)(=O)c1ccccc1)c1cccnc1 (centres undefined)	37%	nt	-1%	-13%	1.6%
CCC(=NCc1cccnc1)c1c(O)n(-c2ccc(Cl)cc2)c(=O)[nH]c1=O	5%	6%	-6%	10%	0.9%
Cc1ccccc1NC(=O)c1c(C)cc(=O)oc1C	-7%	-7%	-15%	3%	2.2%
O=C(N/N=C/c1cccnc1)c1ccccc1OCc1ccc(Br)cc1	29%	3%	2%	52%	9.6%
COCCNC(=O)c1cnn2c1NC(c1ccco1)CC2C(F)(F)F (centres undefined)	-2%	-2%	13%	-5%	i
CCOC(=O)c1ccccc1NC(=O)COC(=O)CCC1CCCC1	70%	nt	-14%	-6%	1.4%
NC(=O)[C@@H]1CCCCNc2c(F)cc([N+](=O)[O-])cc2C(=O)N[C@@H](CCCN=C(N)N)C(=O)NCC(=O)N1	65%	-4%	8%	24%	0.5%
CC(C)(C)C(=O)n1nc(-c2ccccc2)oc1=O	-4%	-1%	20%	-6%	0.5%
O=C1/C(=C\c2ccc(O)cc2)SC(=S)N1Cc1ccccc1	5%	-4%	5%	5%	1.0%
COc1ccc(C(=O)NCc2nnc(SCC(=O)NCc3ccc(F)cc3)o2)cc1	65%	0%	3%	2%	1.8%
CCCOc1ccc(C2=CSC3=NCCN23)cc1[N+](=O)[O-]	-3%	-6%	-9%	-4%	0.2%
O=C(CN(CC1CCCO1)C(=O)CNS(=O)(=O)c1ccc(F)cc1)NCc1ccco1 (centres undefined)	-5%	2%	-5%	-6%	2.0%
COc1ccc(N2CC(=O)N(c3ccc(OC)c(OC)c3)CC2=O)cc1OC	-7%	11%	-6%	3%	2.3%
CCCCn1c(O)c(C(C)=NCc2ccc(F)cc2)c(=O)[nH]c1=O	46%	-12%	-5%	7%	i
O=C(NCCN1CCCc2ccccc21)C1CCC(=O)N(CCc2ccccc2)C1 (centres undefined)	-4%	-2%	0%	1%	3.8%

(next part)
SMILES	M. tuberculosis	Salmonella PhoP GFP	H1N1 NS1A inhibition	H37Rv inhibition	VEEV TC-83 Vero	others
COc1cc(NC(=O)COc2cc3oc(=O)cc(C)c3cc2Cl)cc(OC)c1OC	-3%	7%	-3%	7%	i
CCn1c(/C=C/c2ccccc2Cl)nc2ccccc2c1=O	31%	-6%	-11%	4%	0.5%
CCc1ccc(C(C)NC(=O)/C=C/c2ccc(Br)cc2)cc1 (centres undefined)	2%	-2%	1%	-1%	0.4%
COc1ccc(C(=O)Nc2ccc(C)cn2)c(OC)c1	23%	9%	3%	7%	i
CCn1c(CN(C)c2ccccc2)nc2ccccc21	35%	-5%	0%	-13%	i
CCOc1ccc(S(=O)(=O)Nc2ccc(OC)nc2)cc1	0%	16%	6%	2%	0.3%
Cc1cc(NC(=O)c2ccc(Br)o2)ccc1NC(=O)c1ccco1	20%	-6%	8%	-4%	0.3%
CC(=O)NCc1ccc(S(=O)(=O)NC(C(=O)O)C(C)C)cc1 (centres undefined)	-18%	-1%	2%	-5%	i
CN(C)/C=C(\C#N)S(=O)(=O)C(C)(C)C	-1%	5%	-4%	9%	i
Cc1cc(Cl)c2oc(C(=O)N3CCC(O)(c4ccccc4)CC3)c(C)c2c1	22%	-2%	-9%	10%	2.6%
O=C(Nc1cccc(Cl)c1)C1CCCN(S(=O)(=O)c2ccc(F)cc2)C1 (centres undefined)	4%	5%	-25%	5%	i
COc1ccccc1C(=O)C1CCCN(C(=O)c2ccccc2Cl)C1 (centres undefined)	3%	-1%	3%	-7%	1.1%
Cc1c(NC(=O)CCC2CCCCC2)c(=O)n(-c2ccccc2)n1C	-11%	-11%	-6%	-1%	0.3%
COc1ccc(NC(=O)NNC(=O)C(O)(c2ccccc2)c2ccccc2)cc1	2%	-7%	-9%	0%	2.4%

Fetched by structure from the entries so far, 5 records:
SMILES	M. tuberculosis	Salmonella PhoP GFP	H1N1 NS1A inhibition	H37Rv inhibition	VEEV TC-83 Vero	others
CN(C)/C=C(\C#N)S(=O)(=O)C(C)(C)C	-1%	5%	-4%	9%	i
CCc1ccc(C(C)NC(=O)/C=C/c2ccc(Br)cc2)cc1 (centres undefined)	2%	-2%	1%	-1%	0.4%
COc1ccc(C(=O)Nc2ccc(C)cn2)c(OC)c1	23%	9%	3%	7%	i
COc1cc(NC(=O)COc2cc3oc(=O)cc(C)c3cc2Cl)cc(OC)c1OC	-3%	7%	-3%	7%	i
O=C(Nc1cccc(Cl)c1)C1CCCN(S(=O)(=O)c2ccc(F)cc2)C1 (centres undefined)	4%	5%	-25%	5%	i
